Assay outcomes deposited in PubChem BioAssay by National Center for Advancing Translational Sciences (NCATS).
GLP1R ag – GLP-1 receptor (human) agonism; P43220; HEK293 GLP-1R CRE-luciferase, luminescence, 4-6 h; cells express a hypersensitive GLP-1R form; Potency, µM (series often up to 45.6 µM), for inactives: top-dose activation, hits mostly activators; hit rate 0.007% among 380,000; AID 624172; further: potency means the concentration at half of the fitted maximal effect; % of control where 0% means no effect
Target sequence (P43220 whole entry, looked up): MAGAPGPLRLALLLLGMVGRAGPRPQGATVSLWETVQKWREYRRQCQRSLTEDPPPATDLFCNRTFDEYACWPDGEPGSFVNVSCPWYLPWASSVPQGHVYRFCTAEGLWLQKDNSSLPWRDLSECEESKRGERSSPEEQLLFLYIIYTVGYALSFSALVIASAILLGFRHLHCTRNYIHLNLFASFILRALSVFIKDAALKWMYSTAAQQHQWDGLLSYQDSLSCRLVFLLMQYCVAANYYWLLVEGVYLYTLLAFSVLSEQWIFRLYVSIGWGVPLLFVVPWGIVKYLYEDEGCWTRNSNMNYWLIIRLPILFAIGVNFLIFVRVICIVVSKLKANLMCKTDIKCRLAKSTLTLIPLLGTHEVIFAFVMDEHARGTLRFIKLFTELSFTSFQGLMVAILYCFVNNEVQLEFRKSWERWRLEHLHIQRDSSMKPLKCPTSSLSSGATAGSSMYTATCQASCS
D3 ag – activates the human D3 dopamine receptor. P35462. D3R DiscoveRx beta-arrestin cells, luminescence, 90 min. max activation, %. hit rate 0.58% among 410,000. AID 652048; in the data active means max activation above about 30%; further: 0% is about no effect; mostly tested at two doses, the higher about 12 µM
Target sequence (P35462 whole entry, looked up): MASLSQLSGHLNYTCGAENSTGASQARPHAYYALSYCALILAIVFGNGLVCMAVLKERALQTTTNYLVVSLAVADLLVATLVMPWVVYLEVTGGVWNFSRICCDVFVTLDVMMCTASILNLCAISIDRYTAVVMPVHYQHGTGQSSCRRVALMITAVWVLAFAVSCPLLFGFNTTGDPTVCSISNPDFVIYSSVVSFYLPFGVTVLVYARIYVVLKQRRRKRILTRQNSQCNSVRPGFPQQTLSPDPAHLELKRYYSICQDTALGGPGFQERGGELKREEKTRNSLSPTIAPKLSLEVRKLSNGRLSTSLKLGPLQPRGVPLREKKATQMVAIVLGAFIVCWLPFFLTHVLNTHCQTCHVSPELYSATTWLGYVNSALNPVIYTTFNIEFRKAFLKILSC
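Cells at 1500/well, incubated overnight, then treated with pinned compounds (dopamine as control) for 90 min at 37 degrees C. DiscoveRx reagent added for 30 - 60 minutes at room temperature; luminescence read.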
KB-V1 MDR tox – kills drug-selected multidrug resistant KB-V1 cells; Potency, µM (doses to about 46.1 µM), for the others: top-dose activity change, negative = cytotoxicity, actives largely listed as cytotoxic; hit rate 3.4% among 400,000; KB-V1 MDR cells viability, CellTiter-Glo, 72 h; further: potency means the concentration at half of the fitted maximal effect; on the % scale 0 is the no-effect control and ±100 the full control effect; nearly all actives have a fitted effect of over 60% in size
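Cytotoxicity toward P-gp-expressing KB-V1 cells was determined as loss of CellTiter-Glo luminescence after 72 h at 37 degrees C. Compounds were tested in quantitative HTS format across a concentration range, with curves fitted to normalized data.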
HT1080 IDH1KD tx – HT-1080 IDH1 knockdown cell toxicity (counter line); hit rate 2% among 360,000; HT-1080 IDH1 knockdown viability, ATP luminescence, 48 h; AID 686971; Potency, µM (doses to about 46.1 µM), for the others: top-dose activity, negative = toxicity, actives largely listed as cytotoxic;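 further: potency means the concentration at half of the fitted maximal effect; 0% = DMSO wells and -100% = cell-free medium wells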
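CellTiter-Glo luminescence after 48 h compound exposure at 37 degrees C of IDH1-knockdown HT-1080 cells in 5% FBS RPMI. %Activity scaled between DMSO wells and cell-free media wells, with curves fitted and assigned curve classes.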
HT1080NT lethal – kills 2HG-producing HT-1080-NT fibrosarcoma cells; HT-1080-NT fibrosarcoma viability, CellTiter-Glo ATP luminescence, 48 h; Potency, µM (doses to about 46.1 µM), for the others: top-dose activity, negative = less viability, most hits filed as cytotoxic; hit rate 1.6% among 360,000;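 further: NT is the 2HG producing partner of a matched IDH1 knockdown line; potency means the concentration at half of the fitted maximal effect; 0% = DMSO-treated cells and -100% = media-only wells without cells; nearly all actives have a fitted effect of over 55% in size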
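Luminescent CellTiter-Glo readout after 48 hours of compound exposure at 37 degrees C defined viability of HT-1080-NT cells. Activity was normalized to DMSO wells and cell-free media wells; concentration-response curves were fitted and assigned curve classes.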
KB-3-1 tox – kills parental KB-3-1 adenocarcinoma cells; KB-3-1 viability, CellTiter-Glo ATP luminescence, 72 h; Potency, µM (doses to about 46.1 µM), for the others: at the highest dose activity change, negative = cytotoxic, hits mostly cytotoxic; hit rate 1.4% among 400,000; further: potency means the concentration at half of the fitted maximal effect; on the % scale 0 is the no-effect control and ±100 the full control effect; nearly all actives have a fitted effect of over 60% in size
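Parental KB-3-1 adenocarcinoma cells in phenol-red-free DMEM with 10% FBS were pin-treated with compounds at several concentrations, incubated 72 h at 37 °C, and viability read by CellTiter-Glo luminescence; concentration-effect curves were fitted after normalization.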
IL1B secr inh – inhibitors of inflammasome signaling (IL-1 beta secretion) | hit rate 4.7% among 360,000 | activity change, % at 57.5 µM | THP-1 LPS/ATP IL-1B secretion, AlphaLISA, 16 h; hits give low values; in the data active means activity change below about -50%; inconclusive means mostly about -30% to -49%; further: on the % scale 0 is the no-effect control and ±100 the full control effect
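Secreted IL-1B measured by AlphaLISA bead assay after 16 h compound exposure of THP-1 cells; compounds (final up to 57.5 uM) added 1 h before LPS (250 ng/mL) and ATP (1.25 mM) stimulation; lower signal means less secretion.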
D3 antag – D3 dopamine receptor (human) antagonism; P35462; D3R cells, DiscoveRx beta-arrestin luminescence, antagonist mode; hits give low values; max response, negative = inhibition, %; hit rate 2.5% among 360,000; in the data active means max response below about -50%; inconclusive means no clear call, values can overlap the other calls; further: on the % scale 0 is the no-effect control and ±100 the full control effect; mostly tested at two doses, the higher about 12 µM
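Cells plated overnight at 1500 cells/well, then exposed to library compounds with dopamine controls for 90 minutes at 37 degrees C. DiscoveRx reagent added for 30–60 minutes at room temperature; luminescence read, quantitative HTS format.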
SW480 rerep – induces DNA re-replication in SW480 colon adenocarcinoma cells | hit rate 1.8% among 340,000 | AID 624297 | Potency, µM (top dose mostly 46.1 µM), for the others: top-dose re-replication activation, actives largely listed as activators | SW480 DNA re-replication, Hoechst DNA content imaging, 48 h; further: potency means the concentration at half of the fitted maximal effect; % of control where 0% means no effect; nearly all actives have a fitted effect of over 55% in size
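Readout is total intensity of Hoechst-stained nuclei, excited at 405 nm and collected at 500-530 nm. Compound treatment lasted 48 hr at 37 C in 5% CO2 before staining.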
An asterisk follows results filed as active; ? = inconclusive; / = no result given; [ ] = dose if it differs, or a comment. Unless noted, the call rests on the fitted dose curve; in most records, active means well fitted curve in the direction sought with a large enough effect; inconclusive means small, poorly fitted or top-dose-only effect, or another doubt; inactive means no such curve, though single readings can be large; an effect the other way counts as inactive or inconclusive. No enrichment for hits. Share with any hit: about 12%.

molecule	D3 ag	KB-3-1 tox	HT1080NT lethal	D3 antag	IL1B secr inh	HT1080 IDH1KD tx	GLP1R ag	SW480 rerep	KB-V1 MDR tox
COc1cc(/C=C/c2cc[n+](C)cc2)ccc1OCC(=O)Nc1ccccc1	1	-26%	13%	-24	-16	1%	1%	18µM*	?
COc1ccc(-c2cc(C(F)(F)F)nc(SCC(=O)N(C)Cc3ccccc3)n2)cc1OC	10	-9%	/	/	/	/	4%	/	?
O=C(O)C1(S(=O)(=O)CCC(F)=C(F)F)CC1	4	6%	12%	-4	7	23%	-1%	-1%	10%
CCOC(=O)C1CCN(c2ccc(C(N)=O)cc2[N+](=O)[O-])CC1	1	-10%	0%	11	-22	-1%	10%	-8%	?
O=Cc1cccn1-c1sc2c(c1C(=O)O)CCCC2	5	-3%	-4%	3	33	4%	-6%	-3%	19%
Cc1ccc(NCC(=O)N/N=C\c2cccc(O)c2)cc1	6	15%	1%	15	-12	-4%	-5%	-4%	0%
COc1cc2c(c(NC(C)=O)c1)N(C(C)=O)CCC2	5	-3%	-1%	-8	0	6%	3%	2%	-4%
Cc1cc(=O)[nH]c(=S)n1-c1ccccc1	11	5%	2%	17	7	10%[9.24 µM]	-1%	?	12%
O=C(Cn1nnc(-c2ccccc2Cl)n1)Nc1cccc(S(=O)(=O)N2CCCC2)c1	2	-19%	?	14	?	-27%	8%	-3%	?
CC(NC(=O)c1cccs1)c1ccc(Cl)cc1 (centres undefined)	4	-15%	-14%	-12	-4	-12%	4%	-2%	-9%
O=C(NNC(=O)c1cccc2ccccc12)c1ccc2c(c1)OCO2	13	4%	10%	7	-11	-1%	2%	-11%	4%
CCCCCc1ccc(CC(=O)O)cc1	2	0%	11%	14	14	-2%	-1%	-8%	-1%
Cc1cc(C)cc(OCC(=O)OCC(=O)c2cc(C)n(C3CC3)c2C)c1	12	/	-2%	-5	-14	3%	-8%	-1%	/
CCOC(=O)c1cnc2ccc(OC)cc2c1Nc1ccc(N2CCN(C)CC2)cc1	-7	-7%	?	3	-24	23µM*	20%	?	-2%
Cc1cc(Oc2ccc(N)cn2)cc(C)c1Cl	-4	0%	-4%	19	-22	-19%	29%	-9%	0%
Cn1c(CNC(=O)Cc2ccc3c(c2)OCO3)nnc1SCc1ccccc1	3	19%	1%	19	6	7%	-3%	0%	1%
COc1cccc2[nH]c3c(N4CCCCC4)ncnc3c12	-11	3%	-2%	?	?	3%	23%	11%	-23%
CN(CC(=O)Nc1ccccc1C(=O)NC1CC1)Cc1ccc(N(C)C)cc1	6	18%	-2%	14	-23	3%	16%	-3%	1%
COC(=O)c1c(N)sc(C(=O)N2CCOCC2)c1C	-9	11%	1%	8	44	-1%	-2%	0%	19%
CC(C)(Oc1ccc(Cl)cc1)C(=O)Nc1c2c(nn1C(C)(C)C)CS(=O)(=O)C2	0	-4%	13%	2	?	0%	3%	4%	-17%
COc1ccc(Cn2cc(CN(C)C3CN(Cc4cn(Cc5ccc(OC)cc5)nn4)S(=O)(=O)C3)nn2)cc1 (centres undefined)	6	-12%	1%	2	-7	-1%	0%	/	-6%
COc1ccc(Cc2c(C3CCCCC3)nc3ccc(Cl)cn23)c(C)c1	9	0%	-15%	9	0	-13%	0%	/	4%
O=C(Nc1cccc(Cl)c1)c1ccccc1NC(=O)C1CCCCC1C(=O)O (centres undefined)	-2	13%	-6%	3	5	-3%	21%	-1%	17%
O=C(O)c1cc(-c2ccc3ccccc3n2)nc2ccccc12	-4	-2%	2%	-12	24	-11%	0%	-7%	-19%
CC(C)c1cccc(C(C)C)c1OC(=O)[C@H]1OC(C(C)(C)C)=C[C@@H]1c1ccccc1	0	0%	4%	-24	24	-2%	-1%	?	-7%
Cc1[nH]c(C)c(S(=O)(=O)N2CCCCC2)c1C(=O)N1CCCC1	7	-8%	-7%	7	-6	8%	0%	5%	10%
CC(C)C(=O)NC(c1ccccc1Cl)c1c(O)ccc2ccccc12 (centres undefined)	-12	-7%	-4%[9.24 µM]	2	?	-4%	-5%	8%	-12%
CCC(=O)N1CCc2cc(Br)cc(S(=O)(=O)N3CCCC(C(=O)NC(C)(C)C)C3)c21 (centres undefined)	-15	0%	-16%	5	35	-2%	14%	-15%	?
Cc1ccc(S(=O)(=O)N(C)C)cc1NC(=O)c1c(-c2c(F)cccc2Cl)noc1C	-5	-11%	-1%	-10	12	-10%	11%	-102%[inhibitor]	?
CC(=O)Nc1ccc(Nc2nnc(-c3ccc(C)c(S(=O)(=O)NCCO)c3)c3ccccc23)cc1	2	13%	-8%	4	?	0%	-6%	1%	13%
O=C(OCC(=O)N1CCc2ccccc2C1)c1cccc([N+](=O)[O-])c1	2	-9%	-4%	-8	7	-3%	-5%	0%	-15%
CCOC(=O)C1(Cc2ccccc2)C(=O)N(CCCN(C)C)c2ccccc21 (centres undefined)	-21	-3%	-8%	?	-5	-4%	12%	-65%	?
Cc1cc(C)c(S(=O)(=O)Nc2ccc(O)c(Sc3ncn[nH]3)c2)cc1C	4	-11%	-21%	?	-9	-5%	11%	2%	4%
ONC(=Nc1ccc(Cl)cc1)c1ccc(Cl)cc1	-6	-17%	-4%	-14	10	-14%	1%	1%	7%
Cc1cc(-c2ccc(C(C)C)c(S(=O)(=O)N3CCOc4ccccc43)c2)on1	-17	?	-9%	?	-16	-22%	0%	?	?
CC[C@@H]1C(c2ccc(F)cc2)=NN(c2ccccc2)[C@H]1C(=O)N1CCOC1=O	-1	3%	-6%	18	-29	-8%	9%	16%	3%
CC(=O)Nc1ccc(OCCOc2ccc(/C=C3\C(=N)N4N=C(C(C)C)SC4=NC3=O)cc2)cc1	0	-11%	5%	-8	2	4%	-3%	?	0%
O=C(CCCC(=O)N(CC(=O)NC1CCCCC1)Cc1ccccc1)Nc1ccccn1	2	-8%	18%	5	1	23%	0%	-4%	-9%
CCNc1nc(C)c(CN(C(C)=O)c2ccccc2)nc1C#N	7	1%	2%	-17	19	11%	6%	-1%	32%
Cc1cccc(N(CC(=O)NC(C)C)C(=O)c2ccc(N3CCCC3)nc2)c1	-5	9%	1%	-4	-15	4%	12%	9%	-25%
Cc1cc(C)nc(N/N=C/C2=C(O)CC(c3ccc(F)cc3)CC2=O)n1 (centres undefined)	-26	-21%	-18%	-121*	252	?	0%	?	?
CN1OC[C@@H]2CN(C(=O)CCc3ccccc3)[C@H](c3ccccc3Br)C[C@@H]21	2	0%	28%	-5	-16	17%	9%	/	-6%
CCOc1ccc(CN(C)C(=O)CCN2C(=O)c3ccccc3C2=O)cc1OC	5	4%	13%	9	9	1%	13%	-28%	-15%
CCCNC(=O)C(Cc1cccc(C#N)c1)NC(=O)c1ccc(C#N)cc1 (centres undefined)	90*	0%	-5%	-7	-12	-2%	-2%	-8%	-20%
COc1ccc(N2CCN(C(=O)CCCn3c(=S)[nH]c4cc5c(cc4c3=O)OCO5)CC2)cc1	2	-20%	0%	16	-16	-8%	5%	?	0%
COc1cc(/C=N/NC(=O)COc2ccc(-n3cnnn3)cc2)ccc1OCC(N)=O	-1	?	4%	6	38	14%	15%	-3%	?
CCOC(=O)Cc1csc(SCC(=O)Nc2cc(C)ccc2OC)n1	5	3%	-1%	11	25	8%	9%	-3%	-2%
COc1ccc(-c2ccc([C@H]3[C@@H]4C=CCC[C@@]4(C)C(=O)N3Cc3ccccc3)c(F)c2)cc1OC	19	?	-30%	0	-20	?	0%	20%	?
O=C(CSc1ncc(S(=O)(=O)c2ccc(Br)cc2)c(=O)[nH]1)NCc1ccccc1Cl	8	3%	/	/	/	/	-5%	/	0%
Cc1c(Cl)cccc1NC(=O)Cn1nnc(C(=O)NCc2cccs2)c1N	-2	11%	?	-14	4	-15%	2%	-6%	4%
COc1cc(CN2CCN(c3cccc(Cl)c3)CC2)cc(OC)c1OC	-18	3.7µM*	8.9µM*	-71*	34	7.1µM*	9%	16µM*	2.3µM*
CSc1ccccc1NC(=O)c1c(C)noc1C	24	4%	4%	4	18	3%	-15%	-5%	-8%
Cc1cccc(C(=O)N2CCN(c3ncnc4c3cnn4-c3ccccc3)CC2)c1	8	-2%	1%	20	-57*	-3%	-30%	-3%	0%
c1ccc2nc(N3CCOCC3)c(N3CCOCC3)nc2c1	3	1%	3%	1	10	3%	0%	-3%[9.22 µM]	3%
